PLCb3 inh = PLC-beta3 (human) inhibition, primary screen | Purified PLC-beta3, fluorogenic substrate, fluorescence | inhibition, % at 12.2 µM | 370,000 tested, 0.18% active; in the data active means inhibition above about 11%;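 further: 0% = median of compound wells on plate and 100% = full blocker control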
DAX1 inh-1 = inhibitors of human orphan nuclear receptor DAX1 (NR0B1); P51843; HEK293 Gal4-DAX1 luciferase reporter, luminescence; inhibition, % at 6.75 µM; 340,000 tested, 0.99% active; AID 504766;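 active means inhibition above the mean over all tested compounds plus 3 SD, cut at about 4.2% in these data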;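 further: 0% = DAX1-transfected cells with DMSO and 100% = empty-vector control cells with DMSO; inhibition shows as a rise in luminescence from relieved DAX1 repression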
Target sequence (P51843 207-470 limits assumed): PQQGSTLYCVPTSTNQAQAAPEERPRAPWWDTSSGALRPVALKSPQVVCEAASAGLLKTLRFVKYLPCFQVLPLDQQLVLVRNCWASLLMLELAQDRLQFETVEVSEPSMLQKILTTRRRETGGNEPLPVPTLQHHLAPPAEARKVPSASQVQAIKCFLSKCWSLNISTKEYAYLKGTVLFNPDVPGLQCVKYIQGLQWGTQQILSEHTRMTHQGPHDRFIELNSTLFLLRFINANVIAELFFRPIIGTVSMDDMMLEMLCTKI
PLC-gamma1 inh = blocks human PLC-gamma1 enzyme activity. P19174. purified PLC-gamma1, fluorogenic substrate, fluorescence. inhibition, % at 12.2 µM. 370,000 tested, 0.84% active. AID 720700; in the data active means inhibition above about 9.5%
DAX1 inh-2 = DAX1 (NR0B1) inhibition, primary screen; AID 652010; 370,000 tested, 1.1% active; inhibition, % at 6.8 µM; HEK293T StAR-luciferase reporter, SF-1/DAX-1 repression relief;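 active means inhibition above the mean over all tested compounds plus 3 SD, cut at about 3.6% in these data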;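 further: 0% = DAX-1 cells with DMSO and 100% = cells lacking DAX-1 with DMSO; higher inhibition means more luminescence from relief of DAX-1 repression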
ssDAF-12 act = activates DAF-12 receptor from parasite S. stercoralis; 370,000 tested, 1% active; AID 652126; activation, % at 6.8 µM; HEK293 ssDAF-12/GRIP1 lit1-tk-luc reporter, luminescence; % of 3 µM dafachronic acid response;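 active means activation above the mean over all tested compounds plus 3 SD, cut at about 0.9% in these data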;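 further: 0% = DMSO-only wells and 100% = 3 µM delta7-dafachronic acid wells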
HGIII-sPLA2 inh = Inhibits HGIII-sPLA2 liposome hydrolysis, primary screen; Q9NZ20; QFRET BODIPY PC-A2 liposome hydrolysis, fluorescence; inhibition, % at 12.2 µM; 370,000 tested, 0.56% active;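 active means inhibition above mean plus 3 SD of compounds lying within the high and low control bounds, cut at about 19% in these data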;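 further: 0% = median of test compound wells and 100% = no enzyme DMSO wells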
ADAM17 inh = inhibits human ADAM17; AID 720648; P78536; inhibition, % at 6.95 µM; 370,000 tested, 0.83% active; recombinant ADAM17, EDANS/DABCYL FRET peptide cleavage;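 active means inhibition above the mean of compounds lying between control limits plus 3 SD, set per campaign, cut at about 8.5% in these data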;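 further: 0% = DMSO-only wells as the low control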
ADAM10 inh = inhibitors of human ADAM10; recombinant ADAM10, EDANS/DABCYL FRET peptide cleavage, 3 h; inhibition, % at 7 µM; 370,000 tested, 0.62% active; O14672; AID 720582;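 active means inhibition above a per-campaign cutoff equal to the mean of compounds falling between control-based bounds plus 3 SD, cut at about 20% in these data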;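 further: 0% = DMSO wells while the 100% control is not disclosed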
Target sequence (O14672 214-748 limits assumed): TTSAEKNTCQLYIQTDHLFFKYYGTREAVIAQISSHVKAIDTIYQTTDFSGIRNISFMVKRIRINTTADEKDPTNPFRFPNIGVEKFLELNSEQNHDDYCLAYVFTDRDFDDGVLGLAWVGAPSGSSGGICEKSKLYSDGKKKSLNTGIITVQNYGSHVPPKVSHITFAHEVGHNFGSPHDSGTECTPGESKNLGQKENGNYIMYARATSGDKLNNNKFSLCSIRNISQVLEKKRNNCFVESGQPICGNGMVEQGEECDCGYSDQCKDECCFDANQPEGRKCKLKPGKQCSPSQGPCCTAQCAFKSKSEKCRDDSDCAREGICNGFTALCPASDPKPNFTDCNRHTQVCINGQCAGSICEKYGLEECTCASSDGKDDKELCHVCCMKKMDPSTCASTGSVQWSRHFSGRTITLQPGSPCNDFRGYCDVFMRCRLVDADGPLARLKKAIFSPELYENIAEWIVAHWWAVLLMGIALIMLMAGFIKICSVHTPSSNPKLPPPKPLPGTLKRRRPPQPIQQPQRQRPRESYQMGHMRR
hgDAF-12 ag = activates the H. glycines DAF-12 receptor ligand-binding domain; HEK293 GAL4-hgDAF12 UAS-luciferase reporter, agonist luminescence; normalized to butyrate control; activation, % at 6.8 µM; 370,000 tested, 1.8% active; AID 687014;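 active means activation above a cutoff set at the mean of all screened compounds plus 3 SD, cut at about 10% in these data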;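 further: 0% = DMSO wells and 100% = sodium butyrate wells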
GAA850 FXN act = activators of GAA850 frataxin (FXN) promoter. HEK293 lucGAA850 FXN promoter luciferase reporter, 24 h; percent of 10 µM SAHA response. activation, % at 6 µM. 360,000 tested, 0.56% active. AID 540364;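 active means activation above the average of all compounds screened plus 3 SD, cutoff fixed separately per campaign, cut at about 7.5% in these data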;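 further: 0% = DMSO wells and 100% = 10 µM SAHA wells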
hcDAF-12 act = activators of H. contortus DAF-12 nuclear receptor; HEK293 hcDAF-12 lit1-tk-luc reporter, luminescence; 0% DMSO, 100% Δ7-dafachronic acid; activation, % at 6.8 µM; 370,000 tested, 1.4% active; AID 652067;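 active means activation above the mean of all tested compounds plus 3 SD, cut at about 5.5% in these data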;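 further: 100% = response to 3 µM Δ7-dafachronic acid high control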
* hit, by the source's call; i = inactive; . = no result given.

SMILES	PLCb3 inh	DAX1 inh-1	PLC-gamma1 inh	DAX1 inh-2	ssDAF-12 act	HGIII-sPLA2 inh	ADAM17 inh	ADAM10 inh	hgDAF-12 ag	GAA850 FXN act	hcDAF-12 act
CCC(C)[C@H](NC(=O)NCc1ccccn1)C(=O)OC (stereo not given in full)	-10	0.7	0	0.8	-0.5	-3	-5	-4	-1.0	3.0	-1.0
NCCCC[C@@H]1NC(=O)c2cc([N+](=O)[O-])cc(F)c2NCCCC[C@@H](C(N)=O)NC(=O)[C@H](CCC(N)=O)NC1=O	-4	-0.1	-3	0.5	-1.2	7	-4	-6	-0.8	0.4	-0.9
CCO[C@@H]1OC(C(N)=O)=C[C@H](C(C)(C)C)[C@H]1CCCO	0	-0.3	2	-0.2	-0.8	4	2	-17	1.2	1.9	-0.8
COc1cc([N+](=O)[O-])ccc1NC(=O)COC(=O)c1n[nH]c2ccccc12	2	-2.3	1	-0.3	-1.0	-41	4	6	-0.7	1.3	6.3*
CC(C)(C)C(=O)CNCC(=O)C(C)(C)C	1	2.0	-2	0.6	-0.8	4	-2	-7	3.6	0.2	-0.9
O=C(N/N=C/C=C\c1ccccc1[N+](=O)[O-])c1ccncc1	4	0.6	3	1.9	-0.8	-4	-2	4	4.5	2.1	-0.5
COC(=O)c1cc(NS(=O)(=O)c2ccc(N3CCC(C)CC3)c([N+](=O)[O-])c2)cc(C(=O)OC)c1	5	1.3	9	-0.5	-0.9	-1	13*	28*	3.2	-2.1	-0.3
Cc1cccc(OCc2nnc(SCC(=O)NC3CCCC3)n2C)c1	-6	-1.1	2	-0.3	-0.5	-2	2	5	-1.6	-2.2	-2.0
COCC(=O)N1CCC(n2nnc3cc(F)ccc32)CC1	1	-0.6	1	0.2	-1.1	0	-4	-1	1.2	0.2	-1.4
COc1ccc(C2CC(c3cccs3)=NN2C(=O)COC(=O)C2CCCCC2)cc1OC (stereo not given)	-51	0.1	-32	-1.9	-2.2	-19	-8	-30	0.5	-0.8	-1.3
COC(=O)C[C@@H]1C=C[C@H](NC(=O)Cc2ccccn2)[C@@H](CO)O1	2	.	0	-0.1	-0.1	4	-1	-9	-1.4	.	-0.9
CCc1ccc(N2C(=O)C3CCCN3C2=S)cc1 (stereo not given)	-6	-1.9	0	0.1	-0.8	-70	-4	1	0.0	0.3	2.1
COCCn1c(=O)[nH]c(=O)c2cc(C(=O)c3cc(OC)ccc3O)cnc21	-64	0.1	-44	-0.5	-0.6	-5	-2	-4	1.6	0.5	0.3
O=[N+]([O-])c1ccc(O)c(C=Nc2ccc3nc(-c4ccccc4)[nH]c3c2)c1	i	1.2	i	1.6	0.6	-1	i	i	6.4	3.5	5.2
CN(C)c1cccc(C(=O)N2CCCC(CCC(=O)NCc3ccccc3F)C2)c1 (stereo not given)	-20	-0.1	-9	-1.1	-1.2	-4	-4	-6	-1.1	0.5	-2.6
C=CCSc1nnc(CNS(=O)(=O)c2ccc(C)cc2)n1C	-2	-0.5	-2	0.8	-1.1	-2	-2	2	0.2	0.3	3.0
COc1cccc(OCC(=O)NN=C2c3ccccc3-c3ccccc32)c1	-6	-0.3	-3	0.1	-1.8	-4	-2	1	-2.5	2.2	-2.5
COc1cc(C[C@@H]2C(=O)OC[C@H]2Cc2ccc(OC)c(OC)c2)ccc1O	-2	-4.1	4	-2.2	-2.3	4	3	1	-6.9	-3.9	-4.7
COc1cccc(NC(=O)CN(C)C(=O)/C=C/c2ccc3ccccc3n2)c1	-14	-1.1	-4	0.0	0.5	6	-5	-11	1.5	1.4	2.6
C/C(=N\NC(=O)c1cccc(C)c1O)c1ccc(NC(=O)Cc2ccccc2)cc1	-119	1.5	-79	6.0*	0.2	-1	-4	-2	9.6	0.5	6.5*
O=C(COC(=O)c1cccc(S(=O)(=O)N2CCCCC2)c1)NCc1ccccc1	-3	-0.2	-1	0.8	-0.6	2	-6	-1	0.8	2.6	0.3
O=C(Cc1ccccc1F)Nc1cc(S(=O)(=O)N2CCCCC2)ccc1N1CCOCC1	2	-1.1	-3	-0.2	-1.5	-4	-3	-10	6.8	1.6	-2.8
COCCCNC(=O)[C@H](CSCc1ccccc1)N1Cc2ccccc2C1=O	-7	-1.8	2	0.1	-0.9	0	-3	-2	-0.3	0.6	-0.8
Cc1cc(N=Cc2c(O)ccc3cc(Br)ccc23)no1	-5	-0.7	-5	-0.5	-1.6	0	1	5	1.5	-2.8	1.0
CCC(C(=O)O)n1nnc(-c2ccc(-c3ccc(OC)cc3)cc2)n1 (stereo not given)	-1	-1.4	0	0.7	-1.4	-14	-1	-3	1.8	2.4	0.9
O=C(C[C@H]1CC[C@@H](NC(=O)C2CC2)[C@@H](CO)O1)NCc1ccccc1Cl	2	.	0	-0.1	-0.7	-1	1	4	1.0	.	-0.2
O=C(Nc1ccccc1Cl)c1ccc(COc2ccc3c(c2)CCC3)cc1	-1	0.9	1	0.2	-1.4	13	-4	0	1.4	0.2	1.0
COc1ccc(OC)c(C2C(C(=O)c3cccs3)=C(O)C(=O)N2c2cc(C)on2)c1 (stereo not given)	-3	-0.3	-6	0.1	-0.8	-4	-4	-2	0.5	-1.3	-1.3
COC(=O)Cc1[nH]n(-c2nc3ccccc3s2)c(=O)c1C(C)=Nc1ccc(OC)cc1	-27	-3.2	-15	-0.9	-1.4	-3	-1	-7	-0.1	-17	-2.2
Clc1ncn(C23CC4CC(CC(C4)C2)C3)n1	1	-0.4	0	0.2	-0.9	7	-6	1	0.7	0.9	0.0
O=CC(=Cc1ccccc1)c1ccccc1	1	0.5	1	-1.1	-1.4	11	-5	-9	1.7	0.0	0.6
O=Cc1s/c(=N\S(=O)(=O)c2ccccc2)n(CCCCl)c1Cl	-12	-1.6	-6	-2.7	-2.5	-2	2	9	-10	-10	-2.5
Cc1nn(CC(=O)N2CCCCC2)c(=O)c2nn(-c3ccccc3)c(C)c12	-4	0.2	1	0.5	-1.4	1	1	4	0.5	-1.6	0.8
COc1cccc(CNC(=O)N[C@@H](CC(C)C)C(=O)O)c1	2	-1.0	9	-0.1	-1.1	7	3	2	-0.6	-2.0	-1.1
CC(C)C(=O)Nc1nc2cc3c(cc2s1)OCCO3	-7	-3.0	-1	0.9	-0.9	0	-1	4	13*	1.9	3.7
O=C(CN1CCN(C/C=C/c2ccccc2)CC1)Nc1ccccc1C(=O)NC1CC1	-10	1.7	0	-0.2	-1.5	6	-1	-13	-4.1	-0.2	0.2
COCCNCc1cc(C)n(-c2cc(S(=O)(=O)N3CCOCC3)ccc2N2CCCC2)c1C	-10	0.0	-4	0.9	-1.3	5	-4	-29	0.5	-3.1	-0.7
CCn1nc(C)cc1C(=O)OCC(=O)c1ccc(Cl)cc1	-7	-0.4	-1	-0.4	-1.3	-2	-3	2	-1.0	1.3	-1.1
Cc1cc(C)n2nc(C(=O)OCC(=O)N(C)CC(=O)Nc3ccccc3Cl)nc2n1	-4	-0.8	-1	2.3	-0.6	2	0	-5	1.6	1.0	0.1
COc1ccc(CCC(C)NCc2cccc(Br)c2)cc1 (stereo not given)	-2	1.8	-1	0.2	-0.9	8	-4	-1	0.9	7.0	-1.5
CCOC(=O)Cn1nc(NC(=O)COc2ccc(F)cc2)cc1C	-6	-0.2	-4	-0.8	-0.9	-1	-1	0	-0.1	-1.0	0.6
O=C(Nc1cccc(C(F)(F)F)c1)c1csc(COCCO)n1	5	.	1	0.3	-1.6	7	-5	-11	2.8	2.0	-1.0
Cc1ccc(CNC(=O)CC2(CC3=NS(=O)(=O)c4ccccc4N3)CCCC2)cc1	4	-1.0	2	-1.8	-1.6	-23	-110	0	-5.3	-1.6	-0.7
O=S(=O)(NCc1ccccn1)c1cc(OCC(F)(F)F)ccc1OCC(F)(F)F	-10	1.3	-3	0.3	-0.4	-6	-3	4	0.9	0.6	-0.4
OC(CNCc1ccccc1F)COc1cccc2ccccc12 (stereo not given)	-4	0.4	4	0.7	-1.8	-19	1	-11	1.8	-0.4	0.3
COc1ccc(S(=O)(=O)NCCCCOc2ccc(Cl)cc2)cc1	-8	-1.7	2	-1.2	-1.8	-36	6	14	-2.3	1.6	-2.4
CC1CCCN(S(=O)(=O)c2ccc([N+](=O)[O-])cc2)C1 (stereo not given)	-3	-1.6	5	-1.4	-0.6	0	0	-4	-1.6	0.5	0.4
O=C(NNC(=O)C1CCN(S(=O)(=O)c2ccccc2)CC1)c1ccccc1O	-35	0.8	-17	0.5	-1.0	5	-25	-82	-2.5	2.5	3.6
N=c1c2c3c(sc2ncn1N)CCCC3	-4	0.2	-1	0.5	-1.6	-3	-5	-11	3.4	-2.9	3.4
CCS(=O)(=O)N1Cc2ccccc2CC1C(=O)Nc1ccc(OC)cc1 (stereo not given)	0	2.6	5	-0.5	-1.0	-3	2	2	0.9	2.6	-0.5
O=C(Nc1cccc(Cl)c1)c1ccc(Cn2cc(Cl)cn2)cc1	4	0.2	-1	-0.3	-0.7	0	6	7	0.8	2.2	-1.4
Cc1cc(=O)oc(C)c1C(=O)N1CCN(Cc2ccc3c(c2)OCO3)CC1	4	0.2	4	0.2	-1.2	8	-5	-11	-2.4	-1.3	-0.6
O=C(C[C@H]1C/C=C\C[C@H](NC(=O)OCC2c3ccccc3-c3ccccc32)C(=O)OC[C@H]2CCCN2C1=O)NCCO	-17	0.0	-2	0.3	-0.8	-1	-3	-6	1.5	-0.5	-1.0
O=C(c1cccc(C(F)(F)F)c1)C1CCCN(C(=O)/C=C/c2cnc[nH]2)C1 (stereo not given)	-7	0.3	-1	0.7	-0.3	3	-1	10	0.3	0.8	-1.6
Cc1ccc(-c2nnn(Cc3nc(N)nc(N4CCOCC4)n3)n2)cc1	0	0.8	7	0.2	-0.8	2	1	7	-0.9	3.7	-0.8
CC(C)(C)c1ccc(SCCc2cccnc2)cc1	-5	4.1	0	0.6	-0.6	-1	1	1	5.2	1.5	1.6
Cc1cccc(C(=O)NCc2ccco2)c1	-4	0.6	-2	0.4	-1.3	5	-2	2	2.7	1.3	1.7
Cc1ccc2cc(CCNS(=O)(=O)c3ccc(F)cc3)c(=O)[nH]c2c1C	2	0.1	2	-1.0	-0.9	-1	-1	-2	-2.5	-2.8	-1.6
CCN(CC)c1ccc(NC(=O)COC(=O)CCC(=O)c2cccs2)cc1	-1	0.3	5	0.6	-1.2	14	2	10	-2.0	-0.2	-1.1

Some of these compounds in order of the DAX1 inh-2 value, smallest number first:
canonical_smiles,DAX1 inh-2
O=C(Nc1cccc(Cl)c1)c1ccc(Cn2cc(Cl)cn2)cc1,-0.3
Cc1cccc(C(=O)NCc2ccco2)c1,0.4
CC(C)(C)c1ccc(SCCc2cccnc2)cc1,0.6

Source: PubChem BioAssay (The Scripps Research Institute Molecular Screening Center)
